Bioassay records as filed in PubChem.
Rac1 wt GTP bind: human Rac1 wildtype GTP binding, inhibitors and activators; P63000; GST-Rac1 beads, fluorescent GTP binding, flow cytometry; actives lie on both sides; 0 = cold GTP competed, 100 = untreated; GTP binding activity (% of control), % at 10 µM; 190,000 tested, 0.27% active; AID 757;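 active = GTP binding activity at least 20 points away from the 100% control level, either lower or higher; inconclusive = compound flagged as likely green fluorescent, judged across all proteins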
Avidin bead fluor: compound fluoresces at 488/530 nm on avidin beads; compound fluorescence 488/530 nm, flow cytometry; stronger effect = higher value; fluorescence (KMESF) at 10 µM; 220,000 tested, 0.38% active; AID 1775; in the data active = fluorescence above about 47; note: inactives centre near 10
Mcl1 Bid PPI: disrupts binding of human Mcl-1 to Bid peptide | Q07820 | TR-FRET Mcl-1/Bid-Dy647 peptide binding, 1536-well | inhibition, % at 21.7 µM | 220,000 tested, 0.97% active | AID 1021;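 active = compounds that cut the binding signal by more than half at the single screening dose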;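 note: His-tagged Mcl-1 with europium anti-His antibody binding Bid BH3 peptide; 0% = Mcl-1 plus peptide wells and 100% = peptide-only wells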
Target sequence (Q07820 whole entry, looked up): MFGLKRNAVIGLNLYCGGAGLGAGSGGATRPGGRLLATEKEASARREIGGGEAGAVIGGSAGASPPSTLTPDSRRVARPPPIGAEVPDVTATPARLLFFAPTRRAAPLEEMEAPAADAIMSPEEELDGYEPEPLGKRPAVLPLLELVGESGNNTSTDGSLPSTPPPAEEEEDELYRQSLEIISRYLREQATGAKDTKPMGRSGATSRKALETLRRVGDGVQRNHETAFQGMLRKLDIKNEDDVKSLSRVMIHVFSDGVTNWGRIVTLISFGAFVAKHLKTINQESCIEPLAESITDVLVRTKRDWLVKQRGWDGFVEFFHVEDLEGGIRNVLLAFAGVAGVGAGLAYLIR
Mcl1 Noxa PPI: Mcl-1/Noxa interaction inhibition; TR-FRET Mcl-1/Noxa peptide binding, 2 h; 220,000 tested, 1.5% active; inhibition, % at 21.7 µM; Q07820; AID 1022;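 active = compounds that cut the protein-peptide binding signal by more than 50% relative to plate controls in a single-dose test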;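 note: His-tagged Mcl-1 with rhodamine Noxa BH3 peptide and terbium anti-His antibody; 0% = Mcl-1 plus Noxa peptide wells and 100% = peptide-only wells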
Cdc42 wt: changes GTP binding to wildtype human Cdc42; P60953; GST-Cdc42 beads, Bodipy-GTP binding, flow cytometry; actives lie on both sides; percent activity (GTP binding), % at 10 µM; 190,000 tested, 0.2% active;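 active = percent activity GTP binding at least 20 points away from the 100% baseline, either down as inhibitor or up as activator; inconclusive = compound flagged as likely green fluorescent from well-wide comparison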;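 note: median bead fluorescence of bound Bodipy-FL-GTP at 100 nM; 0% = excess unlabeled GTP control and 100% = no compound control; below 100% means less GTP binding so inhibitor and above means activator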
Target sequence (P60953 whole entry, looked up): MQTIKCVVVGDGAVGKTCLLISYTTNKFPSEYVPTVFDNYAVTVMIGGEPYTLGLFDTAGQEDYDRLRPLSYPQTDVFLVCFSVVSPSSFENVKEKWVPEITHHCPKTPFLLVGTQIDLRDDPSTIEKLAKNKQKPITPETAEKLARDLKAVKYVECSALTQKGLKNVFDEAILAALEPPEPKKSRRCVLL
Pf gamet viab: P. falciparum stage V gametocyte viability inhibition; inhibition, % at 10.9 µM; P. falciparum stage V gametocytes, ATP luminescence, 24 h; 150,000 tested, 0.065% active;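 active = inhibition above the mean plus 3 SD of compounds within the control limits, set per campaign, cut at about 38% in these data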;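 note: 0% = DMSO wells and 100% = medium only without gametocytes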
Rab7 wt modul: dog Rab7 wildtype GTP binding, inhibitors and activators; GST-Rab7 beads, fluorescent GTP binding, flow cytometry; actives lie on both sides; untreated = 100%, excess cold GTP = 0%; GTP binding activity (percent of control), % at 10 µM; 190,000 tested, 0.055% active;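 active = fluorescent GTP binding to Rab7 beads changed by at least 20 points from the 100% baseline, either direction, mostly lower; inconclusive = compound itself probably fluorescent, or too few beads counted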;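 note: median green fluorescence of bound Bodipy-FL-GTP per Rab7 bead population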
Rab2A wt mod: changes GTP binding to wildtype dog Rab2A, up or down | P61105 | GST-Rab2 wt beads, Bodipy-GTP binding, flow cytometry | GTP binding activity, % at 10 µM | 190,000 tested, 0.19% active | AID 760;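 active = GTP binding activity at least 20 points away from 100%, either lowered or raised; inconclusive = signal likely due to the compound's own green fluorescence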;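 note: 0% = beads with excess unlabeled GTP and 100% = no-compound control corrected for plate trend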
GSH bead fluor: GSH bead compound fluorescence profile; fluorescence (KMESF) at 10 µM; GSH beads flow cytometry, compound fluorescence 488/530 nm; stronger effect = higher value; AID 1776; 190,000 tested, 0.25% active; in the data active = fluorescence above about 89;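 note: glutathione beads carrying GST-tagged Bcl family fusion proteins plus one bare bead set; values are compound well signal with DMSO vehicle wells as background; inactives centre near 16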
HRas wt GTP bind: modulators of GTP binding to human HRas wildtype | P01112 | GST-Ras wt beads, Bodipy-FL-GTP binding, flow cytometry; actives lie on both sides | GTP binding activity, % at 10 µM | 190,000 tested, 0.14% active;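 active = GTP binding activity at least 20% away from the 100% baseline, either lowered as inhibitor or raised as activator; inconclusive = flagged as likely green fluorescent, judged across all proteins in the well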;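 note: 0% = unlabeled GTP competition control and 100% = no-compound control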
Target sequence (P01112 whole entry, looked up): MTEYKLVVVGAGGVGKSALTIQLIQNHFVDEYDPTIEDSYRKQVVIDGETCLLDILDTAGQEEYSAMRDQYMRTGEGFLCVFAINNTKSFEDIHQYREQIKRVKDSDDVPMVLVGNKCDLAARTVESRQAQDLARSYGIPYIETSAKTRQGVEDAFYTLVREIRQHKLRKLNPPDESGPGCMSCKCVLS
Rac1 mut GTP: human Rac1 activated mutant GTP binding change | GST-Rac1 activated beads, fluorescent GTP binding, flow cytometry; actives lie on both sides; 100% means binding = to untreated wells | percent activity (GTP binding), % at 10 µM | 190,000 tested, 0.11% active;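 active = GTP binding at least 20 percentage points away from the 100% baseline, in either direction, so actives lie on both sides; inconclusive = Compound likely fluorescent itself, or too few beads counted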
Numbers without * were called inactive; ? = inconclusive; nt = no result given.

SMILES	Rac1 wt GTP bind	Avidin bead fluor	Mcl1 Bid PPI	Mcl1 Noxa PPI	Cdc42 wt	Pf gamet viab	Rab7 wt modul	Rab2A wt mod	GSH bead fluor	HRas wt GTP bind	Rac1 mut GTP
Cc1ccc(C(=O)N2CCN(c3ccc(C(F)(F)F)cn3)CC2)cc1	102	11	-5	5	103	-18	102	104	24	103	102
CCCc1cc(C(=O)NNC(=S)NCC2CCCO2)cs1 (centres undefined)	100	3	-94	0	103	nt	100	99	12	100	98
CC(C)(C)C(=O)C(Oc1cccc2nonc12)n1cncn1 (centres undefined)	100	14	5	8	100	16	96	101	69	101	96
N#Cc1c2n(c3c(=O)n(CC(=O)c4ccc([N+](=O)[O-])cc4)cnc13)CCCCC2	105	12	10	10	105	10	98	101	22	101	101
COC(=O)c1sccc1NC(=S)Nc1ccc(OC)cc1	100	10	-62	6	94	nt	93	92	17	92	96
NS(=O)(=O)c1ccc(CCNC(=O)c2ccc3c(c2)OCCO3)cc1	98	3	-11	6	96	-11	105	99	11	99	95
CCn1c(-c2ccc(F)cc2)cnc1SCC(=O)N1CCCCC1C (centres undefined)	105	8	-31	9	102	nt	104	102	53	104	100
O=C(Nc1ncc([N+](=O)[O-])s1)C1CCN(S(=O)(=O)c2cnc[nH]2)CC1	105	7	6	-11	107	-1	101	101	33	101	99
C=CCOC(=O)C1=C[C@H](c2ccc(Br)cc2)[C@@H](CCCO)[C@H](OCC)O1	97	5	0	-29	97	-9	105	100	16	97	99
C/C(=N\N=C1\NC(=O)C(CC(=O)Nc2ccc(C)c(Cl)c2)S1)C(C)(C)C (centres undefined)	93	10	-2	16	90	5	97	92	22	94	90
CC(=O)Nc1ccc(NC(=O)C2CCCN(C(=O)c3ccc(Cl)cc3)C2)cc1 (centres undefined)	103	14	-5	-12	97	nt	102	100	14	101	97
Cc1cc(C)cc(NC(=O)N2CCC(NC(=O)c3ccc(F)cc3)CC2)c1	96	38	-11	9	98	21	99	95	12	98	96
CC1CCN(S(=O)(=O)c2cccc(C(=O)NCc3cccs3)c2)CC1	100	7	-2	10	102	nt	99	99	28	100	98
O=C(O)c1ccccc1SCc1cn2cc(Br)ccc2n1	99	5	-24	4	92	-15	104	102	10	98	94
O=C1c2ccccc2S(=O)(=O)N1CCOc1ccccc1	108	35	-6	-2	107	22	100	105	17	108	102
CCOc1ccccc1NC(=O)CN1CCC(NC(=O)c2ccccc2)CC1	94	37	-11	11	96	nt	98	91	13	97	91
Cc1cc(C(=O)CSc2ccc3c(c2)OCCO3)c(C)n1C1CC1	100	1	-16	17	101	-3	94	97	7	94	96
CCN(CC)C(=O)Oc1ccc(OC(=O)N(CC)CC)cc1	98	9	-16	7	97	nt	99	95	15	95	94
Cc1ccc(-n2ncc3c(=O)n(CC(=O)NCC4CCCO4)cnc32)cc1 (centres undefined)	101	38	-1	-7	102	nt	101	101	13	101	98
CCOC(=O)N1CCC(N2C(=O)c3cc(C(=O)NC4CCCCC4)ccc3C2O)CC1 (centres undefined)	96	22	0	20	94	nt	95	94	13	94	95
CNCc1ccccc1OCc1ccccc1F	96	9	-3	74*	103	-16	101	97	14	100	97
Cc1cc(C)c(S(=O)(=O)c2ccccc2)c(OC(=O)c2c(Cl)cc(Cl)cc2Cl)n1	103	9	-4	13	98	nt	97	99	56	100	99
CCN(CC)C(=O)C1CCCN(Cc2ccc(OC)c(C)c2C)C1 (centres undefined)	98	8	32	26	101	2	100	98	28	98	97
CN(Cc1nc(-c2ccncc2)no1)S(=O)(=O)c1ccc(Br)cc1	96	13	8	12	99	nt	96	97	29	98	95
CCN(CC)S(=O)(=O)c1ccc(NN)nc1	97	22	-29	-3	99	nt	98	98	12	96	95
Cc1c(-n2c(SC(C)C(=O)NC(N)=O)nc3ccccc3c2=O)c(=O)n(-c2ccccc2)n1C (centres undefined)	94	8	-2	12	100	5	93	90	15	92	93
CCn1c(CSc2nc3ccccc3s2)nnc1SCC(=O)NCC(=O)OC	105	28	7	-3	100	8	99	101	23	100	99
COc1ccc(/C=C/C(=O)OCC(=O)Nc2cccc(C(C)=O)c2)cc1	96	9	0	-24	97	24	94	94	8	95	95
CCOC(=O)CC(=O)CSc1nc(C)cc(C)c1C#N	107	16	-31	1	105	-22	102	103	33	103	102
CCCCOCCCNC(=O)N[C@@H](CC(C)C)C(=O)O	97	14	-5	-2	96	nt	96	97	27	98	93
COc1cccc(CN2CCCN(S(=O)(=O)c3ccc(Br)cc3)CC2)c1	116	9	-13	-3	111	nt	103	105	22	108	104
O=C(Nc1ccc2nc(-c3ccc(Br)o3)[nH]c2c1)c1cccs1	93	8	-14	39	92	-1	92	92	21	93	93
Cn1nnnc1SCC(=O)Nc1nn(-c2ccccc2)nc1C(N)=O	94	15	2	-2	97	-3	94	93	8	91	91
Cc1ccc(S(=O)(=O)Nc2cc(C(F)(F)F)ccc2N2CCOCC2)cc1	103	12	-40	29	100	13	96	97	5	98	98
COc1ccc(CNCCC(c2ccccc2)c2ccc3c(c2)OCO3)cc1 (centres undefined)	102	26	0	-1	102	-29	98	102	17	99	100
Cc1ccc(-n2c(N)c(C(N)=O)sc2=S)cc1	106	5	-18	5	101	-21	97	99	4	100	98
CCNc1nc2nc3ccc(C)cn3c(=O)c2cc1C(=O)NCC1CCCO1 (centres undefined)	102	10	-13	-4	98	-4	107	101	24	102	98
CCCC12CN3CC(C)(CN(C1)C3c1ccc3c(c1)OCO3)C2=O (centres undefined)	103	24	5	4	102	nt	97	101	18	101	100
COC(=O)C1=C(C)NC(C)=C(C(=O)OC)C1C(=O)OC1CCCCC1=O (centres undefined)	100	7	-47	-15	100	8	101	101	30	99	98
COC1=C(Nc2ccccc2)C(=O)c2ccccc2C1=O	106	2	-40	-15	105	nt	103	102	10	102	100
O=C(NCc1ccccc1)c1n[nH]nc1-c1ccccc1O	102	5	-17	-7	99	8	94	98	17	98	97
O=c1cc(-c2ccccc2)nc2nc(COc3ccccc3)[nH]n12	101	12	-11	11	94	nt	96	95	29	98	94
O=[N+]([O-])c1ccccc1-c1cc(-c2ccccc2O)n[nH]1	102	12	-18	10	100	10	99	99	4	100	97
CC(c1ccccc1)C1OCC(C[N+]2(C)CCCCC2)O1 (centres undefined)	96	6	9	-6	93	-29	102	99	11	94	95
O=[N+]([O-])c1ccc(NCCNS(=O)(=O)c2ccccc2)cc1	93	13	-34	-12	93	-10	101	95	21	97	95
COc1ccc(S(=O)(=O)Nc2ccc(S(=O)(=O)N3CCCC3)cc2)cc1	103	15	-18	-3	106	nt	100	105	14	106	100
Cc1cccc(CC2CC(=O)N(C3CCCCC3)C2=O)c1 (centres undefined)	92	9	5	-13	97	nt	93	92	30	94	92
C/C(CC1CC(COCCC(C)C)OC1=O)=N\NC(N)=S (centres undefined)	94	9	-29	nt	97	1	97	94	27	97	94
O=C(Nc1nc(-c2ccc(-c3ccccc3)cc2)cs1)c1cnccn1	104	16	-32	2	103	-9	99	102	9	104	102
C/C(Cn1nnc2ccccc21)=N/OC(=O)c1c(F)cccc1F	99	8	-17	4	96	6	109	102	25	98	93
Later entries
SMILES	Rac1 wt GTP bind	Avidin bead fluor	Mcl1 Bid PPI	Mcl1 Noxa PPI	Cdc42 wt	Pf gamet viab	Rab7 wt modul	Rab2A wt mod	GSH bead fluor	HRas wt GTP bind	Rac1 mut GTP
COc1ccc(OCc2nnc(NC(=O)Nc3ccc(F)cc3)s2)cc1	93	11	-12	8	96	7	100	96	24	94	95
CCOc1cc2c(C#N)c(N3CCOCC3)nc(N)c2c(N)n1	94	24	-55	-4	96	nt	92	94	53	94	96
CCOC(=O)C1=NN(C(=O)Cc2ccccc2)C(O)(C(C)(C)C)C1 (centres undefined)	100	12	-29	12	96	-2	99	98	15	96	96
CCn1cc(C(=S)N2CCC(C(N)=O)CC2)c2ccccc21	102	10	-38	6	102	20	102	99	19	98	96
O=C(CN1CCN(S(=O)(=O)c2ccc(Cl)cc2)CC1)Nc1ccc(N2CCOCC2)cc1	103	7	-88	1	102	-9	100	101	18	101	100
COCCNC(=O)Nc1ccc2nc(-c3ccco3)c(-c3ccco3)nc2c1	?	2	-19	107*	?	1	?	?	11	?	?
C/C(=N\NC(=O)CSc1nc2ccccc2[nH]1)c1ccncc1	102	12	6	9	104	nt	106	100	13	99	98
CC(=O)/C=C/n1c(=S)oc2ccccc21	109	13	-17	17	99	-5	100	101	5	105	100
CCO/C(C)=N/n1c2nc3ccccc3nc2c2c(=O)n(C3CCCC3)c(C)nc21	101	10	-6	5	101	-15	101	99	11	100	98
CC1CN(C(=O)C(C)N2C(=O)c3ccccc3C2=O)CC(C)O1 (centres undefined)	108	24	2	16	103	10	99	103	31	102	101
CN(C)/C=C/C(=O)/C=C/c1cn(-c2ncc(C(F)(F)F)cc2Cl)c2ccccc12	95	9	-76	13	96	-15	95	97	59	96	96
Clc1cncc(Cl)c1N/N=C/c1ccncc1	105	4	3	17	102	5	107	100	8	103	100
COc1cccc(S(=O)(=O)NCc2ccc(C(=O)Nc3ccc(Cl)c(Cl)c3)cc2)c1	106	6	1	18	101	1	102	98	8	102	99
c1cnn(-c2cc(N3CCOCC3)ncn2)c1	100	39	-17	18	99	17	98	99	26	96	100
C1CCN(c2nc(N3CCCC3)nc(N3CCNCC3)n2)C1	103	27	-15	-12	104	nt	99	100	19	99	100
CC(=O)c1cc(CN2C(=O)c3ccccc3C2=O)cs1	104	5	-4	-10	100	nt	95	100	16	98	96
O=C(NNC(=O)c1ccccc1Br)c1ccc(SCC2CCCO2)c([N+](=O)[O-])c1 (centres undefined)	96	38	-6	31	100	nt	91	95	14	99	96
COc1ccc(-n2c(CNc3ccc(C)cc3)nnc2SCc2ccccc2)cc1	101	8	-22	11	96	-1	101	100	13	100	101
O=c1[nH]nc(CNc2ccc(Cl)cc2Cl)c2ccccc12	99	12	-13	-3	93	-20	102	96	8	96	95
CC(C)(C)c1csc(N/N=C/c2cccnc2)n1	96	8	-33	22	95	-22	104	97	20	99	94
c1ccc(-c2ccccc2OCCOCCN2CCc3ccccc3C2)cc1	95	5	-16	15	93	9	102	97	10	97	92
O=C(Cc1c2ccccc2nc2ccccc12)c1ccccc1	103	9	40	20	102	nt	98	99	22	97	99
CCC(=O)OCC(=O)Nc1ccc(OC)cc1[N+](=O)[O-]	97	8	-74	2	96	-1	96	95	9	94	97
